Screens from PubChem BioAssay.
FECH block: human FECH heme synthesis enzyme inhibition; P22830; purified FECH, Ni-mesoporphyrin absorbance 550 nm; calls only at 10 µM (by protocol); 20,000 tested, 3.3% active; AID 1671448;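 active = enzyme reaction rate more than 3 SD below the solvent-only control wells on the same plate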;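 note: lower slope than DMSO wells means FECH inhibition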
Target sequence (P22830 whole entry, looked up): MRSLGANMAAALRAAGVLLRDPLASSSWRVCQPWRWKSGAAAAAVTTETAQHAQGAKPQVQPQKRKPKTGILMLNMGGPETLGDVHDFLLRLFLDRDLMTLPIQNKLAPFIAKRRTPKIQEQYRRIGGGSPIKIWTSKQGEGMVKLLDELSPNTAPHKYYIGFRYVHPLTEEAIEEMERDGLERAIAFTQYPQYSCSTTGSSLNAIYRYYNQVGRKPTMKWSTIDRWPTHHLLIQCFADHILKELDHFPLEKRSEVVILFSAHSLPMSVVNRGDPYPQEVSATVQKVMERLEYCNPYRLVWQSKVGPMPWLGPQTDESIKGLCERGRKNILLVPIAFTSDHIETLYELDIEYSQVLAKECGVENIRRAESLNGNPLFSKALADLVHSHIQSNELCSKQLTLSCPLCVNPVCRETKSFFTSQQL
Calls only; i = inactive; + = active, no number.

SMILES	FECH block
Cc1nc2nc[nH]n2c(=O)c1NC(=O)Nc1ccc(F)cc1F	i
CN(C1CCCCC1)S(=O)(=O)c1ccc2c(c1)CCN2C(=O)CCC(=O)N1CCOCC1	i
CC(C)c1ccc(NC(=O)CSc2ncc(S(=O)(=O)c3ccc(Br)s3)c(N)n2)cc1	i
CCCc1c(C)nc2ncnn2c1Sc1ccc(NS(=O)(=O)c2ccccc2)cc1	i
c1ccc(CN(Cc2nccs2)Cc2cccn2-c2nccs2)cc1	i
NS(=O)(=O)c1ccc(CCNC(=O)c2nc(SCc3ccc(F)cc3)ncc2Cl)cc1	i
Cc1cccc(-c2cn[nH]c2C2CCN(C(=O)c3noc(C)c3CO)CC2)c1	i
CCCC(=O)Nc1ccc(Nc2nc(C)cc(Nc3ccc(C)cc3)n2)cc1	i
CC(C)(C)c1ccc(CN2C(=O)N(c3cc(F)ccc3F)S(=O)(=O)c3ccccc32)cc1	i
O=C([C@H]1CCCN1)N1CCc2[nH]nc(C(c3ccccc3)c3ccccc3)c2C1	i
CC1CCCC(C)N1CCNC(=O)C1CCN(c2ncnc3c2nc2n3CCCCC2)CC1 (stereo unspecified)	i
CSc1ccc(CC(=O)N2CCCC(CN3CCCC3)C2)cc1 (stereo unspecified)	i
CCCCCNC(=O)C1CCN(c2ccc(-c3ccc(F)cc3)nn2)CC1	i
Cc1cc2nc(COc3ccc(Cl)cc3NC(=O)c3cccs3)cc(=O)n2o1	i
CC(c1ccccn1)N(C)Cc1nc2ccccc2n1C(C)C (stereo unspecified)	i
CC(NC(=O)c1ccco1)C(=O)N1CCC(c2nc(-c3ccc(F)cc3)no2)CC1 (stereo unspecified)	i
CCc1ncc2c(n1)CN(C(=O)c1coc3c1C(=O)CCC3)C2	i
OC1CCC(c2nc(CCc3ccccc3)nn2-c2ccccn2)CC1 (stereo unspecified)	i
CC1(C)CC(C(=O)N2CCc3c(c(C(=O)O)nn3CC3CC3)C2)CCO1 (stereo unspecified)	i
NC(=O)c1cccc(CC2CCN(C(=O)c3cnc4ccccc4c3)C2)c1 (stereo unspecified)	i
Cc1nccn1CC(C)NCC1CCN(C2CCCC2)CC1 (stereo unspecified)	i
CCCN(Cc1cccc(Cl)c1)C(=O)c1cnc(CC)nc1	i
Cc1ccc(C)c(OCC(=O)N(C)C(C)c2ccncn2)c1C (stereo unspecified)	i
CC(C)Cc1cc(CN2CC(C(=O)O)CC2=O)on1 (stereo unspecified)	i
Cc1cc(NC(=O)COc2ccccc2F)n(-c2ncnc3c2cnn3-c2cccc(Cl)c2)n1	i
CCOC(=O)N1CCC(Nc2nc(-c3cccnc3)nc3c2CCNC3)CC1	i
O=C(CCc1ccccc1)Nc1cccc(NC(=O)c2cccc(=O)[nH]2)c1	i
c1cc(-c2nccn2CCn2ccnc2)c2cccnc2c1	i
CCN(CC)C(=O)[C@@H]1C[C@@H](N)CN1C(=O)c1c(C)c2cc(F)ccc2n1C	i
Cc1ccc(N(CC(=O)NCC(C)Oc2cccnc2)S(C)(=O)=O)cc1 (stereo unspecified)	i
O=C(c1cc2ccccc2[nH]1)N1CCC(c2[nH]ncc2Cc2ccccc2)CC1	i
O=C(NC1CCS(=O)(=O)C1)c1ccccc1NC(=O)c1nsc2ccccc12 (stereo unspecified)	i
COc1ccc(C(=O)N2CCN(S(=O)(=O)c3cc4c5c(c3)CCN5C(=O)CC4)CC2)c(OC)c1	i
COc1ccc(-c2ccc(C)cn2)cn1	i
CN(C)C(=O)CN1CCC(c2ccccc2C(=O)O)C1 (stereo unspecified)	i
CCOc1ccc(Nc2cc(C(C)C)nc3nc(-c4cccnc4)nn23)cc1	i
CCc1nc(CC)n(Cc2nc(-c3cccs3)no2)n1	i
CCOC(=O)c1ccccc1NC(=O)CN1CCN(Cc2ccc(C)cc2)S1(=O)=O	i
CCCNC(=O)c1nc[nH]c1C(=O)N1CCN(Cc2ccccc2)CC1	i
Cc1nc2cccnc2n1C1CCN(C(=O)Nc2ccc(Cl)cc2)CC1	i
Cc1ccsc1-c1nccn1CCc1ccccn1	i
COc1cc(NC(=O)C2Cc3cc(S(=O)(=O)N4CCCCC4)ccc3N2C(C)=O)cc(OC)c1 (stereo unspecified)	i
Cc1cc(C)cc(C(=O)NCCn2c(CCc3ccccc3)nc3cccnc32)c1	i
CCOc1ccc(NC(=O)Nc2ccc(Sc3cc(CC)nc4nc(C)nn34)cc2)cc1	i
Cc1ccsc1-c1cc(C(=O)O)cc(S(=O)(=O)NCC2CCCO2)c1 (stereo unspecified)	i
Cc1cccc(OCC(=O)Nc2cc(C)ccc2OCc2cc(=O)n3oc(C)cc3n2)c1	i
CCC(=O)Nc1ccccc1-c1nnc(SC(C)C(=O)Nc2ccc(Cl)cc2)[nH]c1=O (stereo unspecified)	i
Cc1cnc(NC(=O)c2ccc(CN(C)Cc3cnc(N)nc3)cc2)s1	i
Cc1ccc(-n2c(CN3CCN(S(=O)(=O)c4cccc(Cl)c4)CC3)nc3cccnc32)cc1	i
Cc1ccccc1OCC(=O)Nc1ccccc1Sc1c(C)c(C)nc2nc(-c3ccccc3)nn12	i
Cc1n[nH]c(C)c1CCCN(C)C(=O)c1cccs1	i
Cc1ccc(NC(=O)CN2CCN(Cc3ccccc3)S2(=O)=O)cc1C	i
C=CCn1ncc(CN2CCC3(CC2)CCN(C(=O)c2ccno2)CC3)c1C	i
CCOc1ccc(N2CC(NC(=O)Cc3ccc(F)cc3)CC2=O)cc1 (stereo unspecified)	i
CCNC(=O)NCCC1CN(C2CCCCCC2)CCO1 (stereo unspecified)	i
CCc1cccc(C)c1NC(=O)CN1CCCN(Cc2cccc(C)c2)S1(=O)=O	+
CCN(C(=O)CSCc1nc(-c2ccc(Cl)cc2)no1)c1ccccc1	i
COc1ccccc1CNC(=O)CSc1ncc2c(n1)-c1ccccc1N(Cc1ccc(C)cc1)S2(=O)=O	i
CN1CCNC(=O)C12CCN(C(=O)CN1CCCCCCC1)CC2	i
Cn1c(=O)n(Cc2cccc(F)c2)c(=O)c2cnc(-c3ccncc3)nc21	i

Following part.
SMILES	FECH block
Cc1cccc(-c2ccc(N3CCC(C(=O)NC4CC4)CC3)nn2)c1	i
CCc1ncc2c(n1)CN(C(=O)CCn1cnc3ccccc3c1=O)C2	i
Cc1ccc(N2C(=O)CCS2(=O)=O)cc1S(=O)(=O)Nc1ccccc1OC(C)C	i
Cc1ccc(S(=O)(=O)N(Cc2ccccc2C)c2nc3nc(C)c(Cl)c(C)n3n2)cc1	i
CC(C)Oc1ccccc1-c1nc(C(N)=O)c2c(n1)n(-c1ccc(F)cc1)c(=O)n2C	i
CCOc1ccc(S(=O)(=O)N2CCN(c3cc(-c4cccc(F)c4)ncn3)CC2)cc1	i
Cc1ccc(C(C)NC(=O)CN2CCN(Cc3ncccc3C)CC2)cc1 (stereo unspecified)	i
COc1cc(NC(=O)N2CCC(n3cnc4cccnc43)CC2)cc(OC)c1	i
CN(C)CCNC(=O)c1cc2n(n1)CCN(C(=O)C1CCCNCC1)C2 (stereo unspecified)	i
Cc1cc(C(F)(F)F)nc(CCNC(C)Cn2ccnc2)n1 (stereo unspecified)	i
CNC(=O)[C@@H]1C[C@H](N)CN1C(=O)CCCOc1ccccc1	i
O=C(CC1CCN(S(=O)(=O)c2ccccc2)CC1)N1CCCCC1	i
CN(Cc1nc2c(s1)CCCC2)C(=O)c1cn(Cc2ccc(F)cc2)nn1	i
CC(=O)NCC1=CCCN(Cc2noc(C(C)(C)C)n2)C1	i
CNC(=O)C1CCC(Cn2c(=O)c3sccc3n(CC(=O)Nc3ccc(OC)cc3)c2=O)CC1 (stereo unspecified)	i
CCCNC(=O)c1[nH]cnc1C(=O)NCCC(C)C	i
CCN(CC)Cc1cnc2c(C(=O)Nc3cccc4ncccc34)cnn2c1	i
CN1CCC2(CC1)CN(C(=O)CNC(N)=O)CCCN2C	i
CCOC(=O)c1ccccc1NC(=O)c1nc2ccccc2n(C)c1=O	i
Cc1ccc(-c2nnc(-c3nc(NCc4ccccc4)c4ccccc4n3)o2)cc1	i
CCOCCCNC(=O)C1c2c(n(C)c3ccccc23)SCC(=O)N1c1ccc(F)cc1F (stereo unspecified)	i
COc1ccc(N2CCCS2(=O)=O)cc1NC(=O)c1cccc(Br)c1	i
CCCCc1ncc(C2CC(=O)Nc3c2cnn3Cc2cccnc2)[nH]1 (stereo unspecified)	i
COc1ccc(CC(=O)Nc2ccc(Cl)c(N3CCCS3(=O)=O)c2)cc1OC	i

A section from the list above:
SMILES	FECH block
Cc1ccc(C(C)NC(=O)CN2CCN(Cc3ncccc3C)CC2)cc1 (stereo unspecified)	i
COc1cc(NC(=O)N2CCC(n3cnc4cccnc43)CC2)cc(OC)c1	i
CN(C)CCNC(=O)c1cc2n(n1)CCN(C(=O)C1CCCNCC1)C2 (stereo unspecified)	i
Cc1cc(C(F)(F)F)nc(CCNC(C)Cn2ccnc2)n1 (stereo unspecified)	i
CNC(=O)[C@@H]1C[C@H](N)CN1C(=O)CCCOc1ccccc1	i
O=C(CC1CCN(S(=O)(=O)c2ccccc2)CC1)N1CCCCC1	i
CN(Cc1nc2c(s1)CCCC2)C(=O)c1cn(Cc2ccc(F)cc2)nn1	i
CC(=O)NCC1=CCCN(Cc2noc(C(C)(C)C)n2)C1	i
CNC(=O)C1CCC(Cn2c(=O)c3sccc3n(CC(=O)Nc3ccc(OC)cc3)c2=O)CC1 (stereo unspecified)	i
CCCNC(=O)c1[nH]cnc1C(=O)NCCC(C)C	i
CCN(CC)Cc1cnc2c(C(=O)Nc3cccc4ncccc34)cnn2c1	i
CN1CCC2(CC1)CN(C(=O)CNC(N)=O)CCCN2C	i
CCOC(=O)c1ccccc1NC(=O)c1nc2ccccc2n(C)c1=O	i
Cc1ccc(-c2nnc(-c3nc(NCc4ccccc4)c4ccccc4n3)o2)cc1	i
CCOCCCNC(=O)C1c2c(n(C)c3ccccc23)SCC(=O)N1c1ccc(F)cc1F (stereo unspecified)	i
COc1ccc(N2CCCS2(=O)=O)cc1NC(=O)c1cccc(Br)c1	i
CCCCc1ncc(C2CC(=O)Nc3c2cnn3Cc2cccnc2)[nH]1 (stereo unspecified)	i
COc1ccc(CC(=O)Nc2ccc(Cl)c(N3CCCS3(=O)=O)c2)cc1OC	i

The listing continues:
SMILES	FECH block
CCc1cn[nH]c1C1CCN(Cc2cc3c(cc2OC)OCCCO3)CC1	i
CC(=O)c1cccc(NC(=O)CSc2nc(-c3ccco3)nc3cc(=O)[nH]n23)c1	i
CCOc1ncccc1-c1ccc(-c2nnc(C)o2)cc1	i
CN(CCCNC(=O)CC1CCN(S(=O)(=O)c2ccccc2)CC1)c1ccccc1	i
CN(Cc1cnc(N)nc1)Cc1nc(-c2ccccc2)no1	i
Cc1cc(C)n(-c2ccc(C(=O)NCc3n[nH]c4c3CCC4)cc2)n1	i
Cc1cc(C)cc(-n2c(CN3CCN(C(=O)Nc4ccc5c(c4)CCC5)CC3)nc3cccnc32)c1	i
NCC1Cc2cc(-c3ccc4ccccc4n3)cc(Cl)c2O1 (stereo unspecified)	i
COc1cccc(C(=O)Nc2cc(C)nn2-c2ncnc3c2cnn3-c2cccc(Cl)c2)c1	i
CC(C(=O)NCCCn1cncn1)n1cnc2ccccc21 (stereo unspecified)	i
O=C(c1cn(CC2CCCNC2)nn1)N1CCN(c2ccccc2F)CC1 (stereo unspecified)	i
Clc1cccc(Nc2nc(NCC3CCCO3)nc3c2cnn3-c2ccccc2)c1 (stereo unspecified)	i
CCOC(=O)Cn1c(=O)n(-c2ccc(F)cc2)c2nc(-c3ccc(OCC)cc3)nc(C(N)=O)c21	i
O=C(O)c1ccc(CN2CC(=O)N3CCCC3C2=O)cc1 (stereo unspecified)	i
COc1ccc(NC(=O)CN2CCCN(Cc3ccc(C)cc3)S2(=O)=O)cc1OC	i
Cc1cc(C)cc(-n2c(CN3CCN(S(=O)(=O)c4c(C)cc(C)cc4C)CC3)nc3cccnc32)c1	i
CC(=O)N[C@H]1C[C@@H](c2c(C)nc3sccn23)O[C@@H](C2CCCCC2)C1	i
NC(=O)c1cnc2n1CCN(C(=O)COCC1CCCCO1)C2 (stereo unspecified)	i
O=C1NCC2(CCCN(C(=O)CCn3cnc4ccccc43)CC2)O1 (stereo unspecified)	i
Cc1ccc(Cn2c(CNS(=O)(=O)c3cccc(Cl)c3)nc3cccnc32)cc1	i
Cc1cc(CN2CCCC2)ccc1Oc1ccc(-c2ccccc2)nn1	i
O=C(NC1CC1)C1CCCN(C2CCN(C(=O)COc3cccnc3)CC2)C1 (stereo unspecified)	i
O=S(=O)(Cc1ccccc1)N1CCN(c2cc(-c3cccc(F)c3)ncn2)CC1	i
CCOc1ccccc1-c1nc(Cn2c(=O)c3cnc(-c4ccncc4)nc3n(C)c2=O)c(C)o1	i
CCn1ccnc1CN1CCC2(CCCN(C(=O)c3ccccc3C)C2)C1 (stereo unspecified)	i
CN1CCNC(=O)C12CCN(C(=O)c1cc(-c3cccs3)nn1C)CC2	i
FC(F)(F)c1ccccc1-n1nc(C2CC2)nc1C1CCOC1 (stereo unspecified)	i
CC(C)C1CN(C(=O)CCC2=NNC(=O)CC2)CCCN1CC1CC1 (stereo unspecified)	i
Cn1cc(Cc2nc(C3CC3)n[nH]2)c2ccccc21	i
Cc1ccc(S(=O)(=O)NCc2nc3cccnc3n2C2CC2)cc1Cl	i
COc1ccc(CCn2c(-c3ccc(O)cc3)n[nH]c2=O)cc1	i
CCCc1c(C)nc2ncnn2c1Sc1ccccc1NC(=O)c1ccc(C(C)(C)C)cc1	+
CC(C)Cc1nnc(SCC(=O)O)n1-c1ccccc1Cl	i
CCc1nnc(CNC(=O)c2[nH]c3ccccc3c2CC)s1	i
O=C(Nc1n[nH]c(-c2ccco2)n1)N1CC=C(c2ccccc2)CC1	i
Cc1ccc(NC(=O)N2CCC(n3c(C)nc4cccnc43)CC2)cc1C	i
Cc1cc(N(C)Cc2cnn(C(C)C)c2)nc(-c2cccnc2)n1	i
Cc1cc(CNC(=O)c2cn(Cc3cccc4ccccc34)nn2)n[nH]1	i
Cc1ccc(Cl)cc1Nc1cc(C(C)C)nc2nc(-c3cccnc3)nn12	i
COC(=O)N[C@H]1C[C@@H](C(=O)NCc2ccccc2F)N(C)C1	i
CCCc1cc(=O)n2[nH]c(CNc3cc(Cl)ccc3OC)nc2n1	i
O=C1CC(=O)Nc2cc(S(=O)(=O)Nc3ccccc3)ccc2N1	i
CC(C)c1cc(=O)n2[nH]c(CNc3ccccc3)nc2n1	+

These rows are one share of the data; the hit share may differ from the screen's.
